Screening data: PubChem, several laboratories
Fam108B inh: mouse Fam108B serine hydrolase inhibitors, primary screen, counter-screen for RBBP9 inhibitor project, biochemical, fluorescence polarization. 300,000 compounds, 0.33% hits. inhibition, % at 9.51 µM. recombinant Fam108B, FP-Rh probe fluorescence polarization;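 active = inhibition above the screen mean inhibition plus 3 SD, computed separately per campaign, cut at about 18% in these data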;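 note: inhibitors lower polarization as less probe binds the enzyme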
EBNA-1 inh: EBNA-1 DNA-binding inhibitors, primary screen, biochemical, fluorescence polarization | inhibition, % at 14.8 µM | 300,000 compounds, 0.34% hits; in the data active = inhibition above about 28%
Efflux pump mplx: inhibitors of Candida efflux pumps in yeast, primary screen, S. cerevisiae, Nile Red, multiplex. S. cerevisiae Candida pump triplex. AID 485275, 2010. 330,000 compounds, 0.44% hits. inhibition, % at 10 µM;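 active = plate passing quality check with inhibition over a set limit, or well fluorescence over plate mean plus 4 SD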;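 note: Nile Red retained in pooled yeast measured as flow cytometry median fluorescence; 0% = buffer negative control and 100% = Enniatin B positive control; higher means more Nile Red kept so more efflux inhibition; some compounds called inactive have numbers as strong as hits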
MEX-5 binding: MEX-5 zinc finger RNA-binding disruptors – biochemical, C. elegans, fluorescence polarization, MLPCN library, primary screen | Zinc finger protein mex-5 (Caenorhabditis elegans), Q9XUB2 | MEX-5/FITC-TCR2 RNA binding; active compounds read low | activity score (negative = inhibition of binding), % at 10 µM | 300,000 compounds, 0.38% hits | AID 1832, 2009;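 active = inhibition past about -25% in most replicates, and total fluorescence under double the plate's negative control median, limit read from the data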;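 note: 0% = DMSO and -100% = 5 µM competing unlabeled TCR2 RNA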
Target sequence (Q9XUB2 whole entry, looked up): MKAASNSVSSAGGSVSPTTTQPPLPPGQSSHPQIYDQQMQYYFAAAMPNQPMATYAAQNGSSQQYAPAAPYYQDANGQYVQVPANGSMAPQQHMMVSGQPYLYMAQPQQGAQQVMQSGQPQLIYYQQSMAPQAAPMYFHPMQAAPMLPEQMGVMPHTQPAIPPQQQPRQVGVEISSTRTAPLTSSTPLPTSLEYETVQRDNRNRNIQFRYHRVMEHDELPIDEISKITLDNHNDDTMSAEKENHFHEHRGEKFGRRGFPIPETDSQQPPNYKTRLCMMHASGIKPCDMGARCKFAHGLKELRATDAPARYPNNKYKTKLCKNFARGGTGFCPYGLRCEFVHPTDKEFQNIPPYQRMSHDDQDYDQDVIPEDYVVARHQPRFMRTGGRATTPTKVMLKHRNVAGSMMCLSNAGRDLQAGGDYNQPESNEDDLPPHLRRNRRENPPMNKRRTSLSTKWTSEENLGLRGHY
GLD-1 RNA inh: GLD-1/TGE RNA complex disruptors, primary screen, biochemical, fluorescence polarization; Female germline-specific tumor suppressor gld-1 (Caenorhabditis elegans), Q17339; purified GLD-1 + fluorescein TGE RNA; inhibition, % at 5.96 µM; 320,000 compounds, 0.44% hits;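 active = percent inhibition above a per-plate cutoff, the plate mean of test compounds plus 3 SD, cut at about 30% in these data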;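 note: 0% = DMSO wells with GLD-1 and probe and 100% = wells lacking GLD-1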
ZTA counter: ZTA (EBV) inhibition in EBNA-1 counter-screen | P03206 | ZTA-DNA binding, fluorescence polarization | inhibition, % at 11 µM | 320,000 compounds, 0.15% hits; in the data active = inhibition above about 33%
BCLXL inh: inhibitors of human Bcl-xL, primary screen, biochemical, fluorescence polarization, HTS; inhibition, % at 10.9 µM; GST-Bcl-xL / FITC-Bim BH3 peptide fluorescence polarization; 320,000 compounds, 0.7% hits; Bcl-2-like protein 1 (Homo sapiens), Q07817;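 active = inhibition above the mean of all tested compounds plus 3 SD, cutoff set per campaign, cut at about 30% in these data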;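 note: 0% = DMSO wells and 100% = unlabeled Bim-BH3 peptide competitor; inhibitors lower millipolarization by displacing the labeled peptide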
Target sequence (Q07817 whole entry, looked up): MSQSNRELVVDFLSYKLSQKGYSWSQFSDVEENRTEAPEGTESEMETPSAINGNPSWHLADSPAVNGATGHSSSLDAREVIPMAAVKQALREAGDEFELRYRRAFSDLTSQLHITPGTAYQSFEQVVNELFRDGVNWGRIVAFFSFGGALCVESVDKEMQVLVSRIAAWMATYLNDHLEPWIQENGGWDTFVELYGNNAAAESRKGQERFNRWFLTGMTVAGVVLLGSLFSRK
CR mimetic SO: reduction of superoxide in aged yeast, primary screen, HTS; superoxide response (% of plate mean), % at 10 µM; AID 2690, 2010; S. cerevisiae aged cells, superoxide DHE fluorescence; active compounds read low; 330,000 compounds, 0.18% hits;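 active = superoxide response under a set limit, about three screen SD below normal, cut at about 65% in these data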;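 note: yeast aged for seven days with compound at 30 °C before DHE staining; 100% = average MFI of all compound-treated wells on the plate with controls excluded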
MCL1-BIM inh: inhibitors of MCL1 binding to BIM-BH3, primary screen, biochemical, fluorescence polarization. Induced myeloid leukemia cell differentiation protein Mcl-1 (Homo sapiens), Q07820. GST-MCL1 / FITC-Bim-BH3 fluorescence polarization. inhibition, % at 10.9 µM. 320,000 compounds, 0.68% hits. AID 2057, 2009;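 active = inhibition above the mean inhibition of all tested compounds plus 3 SD, set per campaign, cut at about 40% in these data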;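 note: 0% = DMSO wells and 100% = unlabeled Bim-BH3 peptide control; higher means more loss of mP so more displacement of Bim peptide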
Target sequence (Q07820 whole entry, looked up): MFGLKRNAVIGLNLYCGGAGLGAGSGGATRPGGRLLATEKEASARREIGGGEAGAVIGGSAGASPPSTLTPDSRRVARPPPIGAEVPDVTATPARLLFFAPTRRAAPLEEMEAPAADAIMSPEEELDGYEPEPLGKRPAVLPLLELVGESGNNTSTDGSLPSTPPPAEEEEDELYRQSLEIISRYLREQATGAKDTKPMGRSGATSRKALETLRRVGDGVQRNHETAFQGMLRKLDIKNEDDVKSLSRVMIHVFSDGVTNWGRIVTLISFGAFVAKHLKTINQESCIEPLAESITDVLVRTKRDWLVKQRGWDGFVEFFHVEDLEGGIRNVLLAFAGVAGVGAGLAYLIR
* = called active by the depositor; · = no result given. An unsorted share of the library; overall some 2.3% were active at least once.

SMILES	Fam108B inh	EBNA-1 inh	Efflux pump mplx	MEX-5 binding	GLD-1 RNA inh	ZTA counter	BCLXL inh	CR mimetic SO	MCL1-BIM inh
COc1ccc(C(=O)OCCN2CCCCC2)cc1	4	5	-0.1	1.0	10	-1	4	108	7
CC(C)Cc1cc(C(=O)N2CCN(C(c3ccccc3)c3ccccc3)CC2)no1	0	0	-0.1	1.1	-1	-1	1	106	-3
CCOCCCNCc1c(Cl)cccc1Cl	-1	8	-0.2	-0.9	0	-15	6	102	8
Cc1cccc(C)c1OCc1cc(C(=O)NC2CCC(O)CC2)no1 (centres undefined)	1	-2	-0.1	-1.7	1	25	2	98	1
COc1ccc(N2CCN(c3ncnc4nc[nH]c34)CC2)cc1	1	-6	0.1	-0.4	2	9	3	101	-4
CCOc1ccc(NC(=O)CSc2nnc(-c3ccco3)n2C)cc1	-1	-4	-0.1	1.3	-1	-3	6	107	2
O=C(Nc1cc2c(cc1Cl)OCCCO2)c1ccccc1	-10	2	0.0	-3.5	8	-11	0	119	4
COc1cc(Cl)c(NS(=O)(=O)c2cc3[nH]c(=O)c(=O)[nH]c3cc2C)c(OC)c1	9	12	-0.1	-1.7	4	-3	5	110	6
Cc1cc(-c2[nH]nc3c2C(c2ccc(Cl)cc2)C(C#N)=C(N)O3)c(C)s1 (centres undefined)	-2	2	-0.1	-4.2	7	10	3	104	6
O=C(NNS(=O)(=O)c1ccccc1[N+](=O)[O-])c1cc2ccccc2cc1O	3	1	-0.1	-10	-3	6	-17	125	-11
O=C(CN1CCC(NC(=O)Nc2ccccc2)CC1)Nc1cccc([N+](=O)[O-])c1	0	-1	0.0	-2.0	7	12	2	103	-4
O=C(CCC(=O)OCC(=O)c1ccc(Br)cc1)NC1CCCCC1	-2	-17	0.0	1.3	-7	-1	2	100	3

Exported with values under each structure: three of the compounds above
Values in the order – Fam108B inh, EBNA-1 inh, Efflux pump mplx, MEX-5 binding, GLD-1 RNA inh, ZTA counter, BCLXL inh, CR mimetic SO, MCL1-BIM inh
COc1ccc(N2CCN(c3ncnc4nc[nH]c34)CC2)cc1
 : 1, -6, 0.1, -0.4, 2, 9, 3, 101, -4
CCOc1ccc(NC(=O)CSc2nnc(-c3ccco3)n2C)cc1
 : -1, -4, -0.1, 1.3, -1, -3, 6, 107, 2
O=C(Nc1cc2c(cc1Cl)OCCCO2)c1ccccc1
 : -10, 2, 0.0, -3.5, 8, -11, 0, 119, 4

Next section:
SMILES	Fam108B inh	EBNA-1 inh	Efflux pump mplx	MEX-5 binding	GLD-1 RNA inh	ZTA counter	BCLXL inh	CR mimetic SO	MCL1-BIM inh
CCc1cc2c(SCC(=O)C(C#N)=C3N(C)c4ccccc4N3C)ncnc2s1	1	2	0.0	-2.2	1	-3	7	100	2
Cc1cc(C(=O)NNC(=S)NC(C)c2ccccc2)c2ccccc2n1 (centres undefined)	-1	3	0.0	0.8	2	4	2	103	6
Cc1ccc(S(=O)(=O)/C(=C\N(C)C)c2cnc(Cl)s2)cc1	1	13	-0.1	-1.6	-4	-5	1	82	6
CCN(C1CCCCC1)S(=O)(=O)c1cn(C)c(=O)n(C)c1=O	-2	-16	0.0	-1.7	7	0	-4	133	-2
COc1ccc(CN2CN(c3ccc(Cl)cc3)C(=O)N(n3cnnc3)C2)cc1	-1	0	0.3	2.0	7	1	8	104	4
Cc1ccc(CNc2nnnn2C)cc1	6	5	-0.1	1.9	0	-4	5	94	4
Cc1c(C(=O)NNC(=S)Nc2cccc(Cl)c2)nnn1-c1ccccc1	2	-4	-0.1	-2.6	3	5	3	101	1
COc1ccc(C(=O)NC2c3ccccc3-c3ccccc32)cc1	1	3	0.2	-0.8	3	-1	7	97	6
C/C(=N/NC(N)=S)c1ccc(Br)s1	2	3	-0.1	-1.1	3	1	4	95	-1
COc1ccc(CCNC(=O)C(=O)N2CCCC2)cc1OC	1	0	-0.1	0.0	1	3	9	98	8
COc1ccccc1OCCC(=O)N1CCN(c2ccccc2OC)CC1	0	-12	0.1	2.0	-3	-13	1	95	-1
Cc1csc2ncnc(NNC(=O)c3ccc(Cl)cc3)c12	0	5	-0.1	-7.3	-2	-23	-10	97	-3
COc1ccccc1NS(=O)(=O)c1cccc(C(=O)N2CCN(Cc3ccc4c(c3)OCO4)CC2)c1	0	-2	-0.1	1.6	-7	-7	1	97	0
COC(=O)C(NC(C)=O)(Nc1ccc(Br)cn1)C(F)(F)F (centres undefined)	1	2	0.1	1.3	0	2	2	91	3
COc1ccc(CNC(=O)C(=O)c2cn(CC(=O)N3CCOCC3)c3ccccc23)cc1	1	1	-0.2	1.2	-1	-7	6	85	11
Nc1nc(NC(=O)c2cccc(S(=O)(=O)N3CCCCCC3)c2)nc(-c2ccccc2)n1	-8	24	0.0	-0.4	-4	-7	1	90	10
CCOC(=O)c1csc(N)n1	-1	1	-0.1	2.4	-1	13	3	98	1
Cc1ccc(C)c(N(C(=O)c2csnn2)C(C(=O)NC2CCCCC2)c2ccccn2)c1 (centres undefined)	-4	-1	-0.1	-1.7	-2	9	7	94	5
Cc1cc(NC(=O)COC(=O)C2CC(=O)N(c3ccc(Cl)cc3)C2)no1 (centres undefined)	0	5	-0.1	-1.0	0	3	0	101	2
COc1ccc(-c2csc(NC(=O)C3=NN(c4ccccc4)C(=O)CC3)n2)cc1	3	8	0.0	-1.0	0	-10	0	95	-10
O=C(Nc1ccc(Nc2ccncc2)cc1)c1ccc(Nc2ccnc3ccc([N+](=O)[O-])cc23)cc1[N+](=O)[O-]	8	-8	0.0	-0.7	-7	-12	-3	104	43*
CCOC(=O)/C(C#N)=C/Nc1ccccc1OC	2	4	-0.3	1.0	3	7	6	102	13
Cc1ccc(OCc2nc(-c3ccc(Cl)cc3)n[nH]2)cc1	2	1	-0.1	1.6	-1	-4	6	75	15
N#CC1(NC(=O)CSc2nnc(Cc3ccccc3)o2)CCCCC1	·	·	0.0	·	-2	7	-16	98	-21
CCN(CC(=O)NCc1ccc(Cl)cc1)C(=O)c1cccc(S(=O)(=O)Nc2ccc(OC)cc2)c1	-3	-3	0.1	-0.6	1	-5	6	104	3
Cc1cccc(N2CC(C(=O)Nc3nnc(SCCN4CCOCC4)s3)CC2=O)c1 (centres undefined)	1	-2	0.1	1.5	-1	1	6	95	12
CC(=O)Nc1ccc(NC(=O)C(C)Sc2n[nH]c(=O)n2Cc2ccccc2)cc1 (centres undefined)	3	-5	0.1	3.0	-9	-10	2	110	-5
CCN(CC)C(=O)N1CCN(C)CC1	-2	1	0.0	-0.5	2	0	-4	101	2
Cc1cc(C)n2nc(-c3ccc(F)cc3)nc2n1	0	5	0.0	2.1	1	-3	3	88	4
Cc1nc2ccc(NC(=O)CS(=O)(=O)c3ccccc3)cc2s1	-1	4	0.0	2.4	-2	-6	-1	101	-3
O=C1CC(c2cccc([N+](=O)[O-])c2)c2c(ccc3ccccc23)N1 (centres undefined)	-4	0	-0.1	0.5	-3	4	1	106	3
COc1ccc(NC(=O)CNS(=O)(=O)c2cccs2)cc1	2	-10	-0.2	1.3	-3	-13	5	105	-3
O=C(O)C1Nc2ccc(C(F)(F)F)cc2C2OCCC12 (centres undefined)	2	6	·	-1.9	1	1	0	·	-5
Cc1cc(OCC(=O)N2CCC(C(=O)O)CC2)c2c(C)c(C)c(=O)oc2c1	1	-6	0.0	0.5	1	1	1	103	-5
COc1cccc(OC)c1OCCCCCCN1CCN(C)CC1	-1	-4	0.1	0.9	1	-4	2	102	4
Cc1[nH]n(-c2ccccc2)c(=O)c1N=Nc1nccs1	3	17	-0.3	-0.2	2	-6	14	104	15
CC1CCN(CCCNC(=O)c2cc3c(Cl)nc4ccccc4c3s2)CC1	2	-5	0.1	0.0	-3	12	9	83	11
COc1ccc(-c2nc3c(c4nnc(SC(C)C(=O)Nc5ccc(C)cc5)n24)COC(C)(C)C3)cc1 (centres undefined)	-1	-3	1.6	2.6	7	0	6	81	-3
O=C1C2=C(SCCS2)C(=O)N1CCCO	-1	6	-0.1	-22	75*	12	87*	98	92*
COc1ccc(N=C2SC(CC(=O)Nc3ccccc3F)C(=O)N2Cc2ccco2)cc1 (centres undefined)	-4	8	-0.2	0.6	4	13	3	101	3
COC(=O)CS(=O)(=O)c1ccsc1C(=O)Nc1ccc(F)c(F)c1	5	0	0.0	1.1	1	16	7	96	8
CCCOc1c(OC)cccc1C1CC(=O)Nc2cc3c(cc21)OCO3 (centres undefined)	0	6	-0.1	-0.2	-2	-10	-5	94	-12
CCOC(=O)C1CCN(C(=O)c2cccc(S(=O)(=O)N(C)C3CCCCC3)c2)CC1	0	1	0.1	0.9	0	2	-2	100	1
COc1ccc(NC(=O)Cn2nnc(C(=O)Nc3ccccc3C)c2N)cc1	-5	3	0.2	1.7	2	1	0	99	2
O=c1[nH]c(SCc2ccccc2)nc2c1cnn2-c1ccc(F)cc1	-3	-1	0.8	-0.1	-5	5	3	104	2
Cc1ccc(C(=O)N2CCN(c3cccc(Cl)c3)CC2)cc1C	3	5	-0.1	0.4	6	-9	-3	103	-2
Cc1c(NC(=O)C(C)OC(=O)c2cccc(S(=O)(=O)N(C)C)c2)c(=O)n(-c2ccccc2)n1C (centres undefined)	0	2	-0.1	0.9	-10	11	5	89	-1
CCN1CNC(=S)N(C(C)c2ccccc2)C1 (centres undefined)	2	1	0.0	0.3	0	11	-3	97	-3
O=C(Cn1c(CO)nc2ccccc21)NCCc1ccccc1	-2	-2	-0.1	-2.1	4	-10	2	99	-3
CCc1cccc(N(CC(=O)NC2CCCCC2)C(=O)c2csnn2)c1	0	2	-0.3	1.4	-1	-7	8	102	8
N#CC1=C(N)NC(SCC(=O)Nc2ccccc2)=C(C#N)C12CCCCC2	2	-9	-0.2	-1.1	-5	1	7	87	10
O=C(CSc1n[nH]c(=O)[nH]c1=O)N/N=C/C=C/c1ccccc1	-2	-6	-0.1	0.8	-4	12	5	92	5
Cc1ccc(C(=O)c2ccccc2C(=O)OCC(=O)N2CC(C)CC(C)C2)cc1 (centres undefined)	·	·	0.1	·	7	-2	5	132	3
COc1ccc(NC(=O)COC(=O)CC23CC4CC(CC(C4)C2)C3)c([N+](=O)[O-])c1	0	-7	-0.6	0.2	2	4	5	96	5
O=C(NCCO)c1ccc2c3n(nc2c1)-c1ccccc1CO3	6	-1	-0.1	0.9	2	-11	7	112	15
COc1ccccc1/C=C/C(=O)c1cc(Br)ccc1OC(=O)c1ccco1	-15	0	0.2	-2.1	-5	6	0	118	-7
Cc1ccc(C(=O)COC(=O)c2cccc(NC(=O)c3ccc([N+](=O)[O-])cc3[N+](=O)[O-])c2)cc1	12	-6	0.1	0.2	-9	13	2	117	0
Cc1cccc(-n2ccnc2SCC(=O)Nc2cc(C)on2)c1	-5	-2	0.0	0.2	5	0	3	102	2
CCOC(=O)Nc1ccc(S(=O)(=O)Nc2nc(C)cc(C)n2)cc1	1	-2	0.0	0.5	7	-3	5	103	3
Cc1cc(CNC(=O)[C@H]2C[C@@H]2[C@H](NP(=O)(c2ccccc2)c2ccccc2)c2ccccc2)nn1C	2	5	-0.1	·	-1	-8	5	100	4
Cc1ccccc1CN(c1ccc(C(=O)N2CCc3ccccc3C2)cc1)S(C)(=O)=O	-1	5	0.0	-0.5	9	-3	3	93	3
